DT40 TDP1 no CPT = qHTS for Inhibitors of human tyrosyl-DNA phosphodiesterase 1 (TDP1): qHTS in cells in absence of CPT; DT40 Tdp1-/- hTDP1 cells, no CPT, ATP luminescence, 48 h; Potency, µM (highest dose often 46.2 µM), inactives show at the highest dose activity change, negative = growth inhibition, usual class: inhibitors; hit rate 15% among 420,000; AID 686978, 2013; note: nearly all actives have a fitted effect of over 55% in size
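No-CPT arm: Tdp1-/-;hTDP1 DT40 cells (400/well) plus compounds, incubated ≥48 hr at 37 °C. Readout CellTiter-Glo luminescence.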
TDP1 cell CPT = DT40-hTDP1 cell growth loss with CPT; chicken DT40 Tdp1-/-;hTDP1 cells + 20 nM CPT, ATP luminescence, 48 h; Potency, µM (top dose mostly 46.2 µM), without a hit: at the highest dose activity change, negative = growth inhibition, actives largely listed as inhibitors; hit rate 12% among 420,000; AID 686979; note: nearly all actives have a fitted effect of over 55% in size
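Chicken DT40 Tdp1-/- cells complemented with human TDP1, 400 cells/well, exposed to compounds plus 20 nM camptothecin for at least 48 h at 37 C; viability read as ATP content by CellTiter-Glo luminescence.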
KAT2A inh = blocks human GCN5L2 histone acetyltransferase | hit rate 0.21% among 390,000 | AID 504327 | Potency, µM (doses to about 58.9 µM), for inactives: at the top dose activity change, negative = inhibition, hits mostly inhibitors | GCN5L2 HAT assay, ThioGlo1 CoA-SH fluorescence
Target sequence (Q92830 whole entry, looked up): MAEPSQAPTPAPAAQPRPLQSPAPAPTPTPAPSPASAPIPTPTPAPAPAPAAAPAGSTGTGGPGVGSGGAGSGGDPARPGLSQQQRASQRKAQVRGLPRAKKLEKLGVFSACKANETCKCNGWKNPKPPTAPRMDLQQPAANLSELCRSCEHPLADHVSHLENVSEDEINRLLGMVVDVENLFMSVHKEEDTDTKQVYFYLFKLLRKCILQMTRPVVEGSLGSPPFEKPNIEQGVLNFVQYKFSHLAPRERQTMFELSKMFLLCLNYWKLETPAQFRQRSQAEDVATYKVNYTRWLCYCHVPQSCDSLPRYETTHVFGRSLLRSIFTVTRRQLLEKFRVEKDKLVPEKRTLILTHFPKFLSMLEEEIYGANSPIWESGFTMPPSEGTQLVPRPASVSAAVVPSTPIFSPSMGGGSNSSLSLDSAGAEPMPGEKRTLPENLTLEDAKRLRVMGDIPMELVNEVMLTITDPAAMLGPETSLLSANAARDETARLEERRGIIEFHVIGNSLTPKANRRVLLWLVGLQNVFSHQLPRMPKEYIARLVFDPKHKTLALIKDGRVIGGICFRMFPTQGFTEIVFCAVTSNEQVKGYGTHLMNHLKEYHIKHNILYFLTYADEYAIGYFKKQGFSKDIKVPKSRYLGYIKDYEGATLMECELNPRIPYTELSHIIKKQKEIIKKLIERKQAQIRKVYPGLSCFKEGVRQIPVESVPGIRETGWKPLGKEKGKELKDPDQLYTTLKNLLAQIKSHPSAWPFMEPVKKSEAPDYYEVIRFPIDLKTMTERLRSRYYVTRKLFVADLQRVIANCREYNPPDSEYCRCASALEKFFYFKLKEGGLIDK
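Enzyme at 20nM final was mixed with library compounds for 15 min at room temperature. Peptide H3(1-25) at 75uM, acetyl-CoA at 70uM and ThioGlo1 at 50uM were then added. Plates were read immediately and after 20 min (Ex340nm/Em540nm).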
* marks the source's active call; other numbers are inactive results; ? = inconclusive; / = no result given; [ ] = dose if it differs, or a comment. Calls come from the whole dose curve; as a rule, active = well fitted curve in the direction sought with a large enough effect; inconclusive = small, poorly fitted or top-dose-only effect, or another doubt; inactive = no such curve, though single readings can be large; an effect the other way counts as inactive or inconclusive. % is set by controls: 0 for no effect and ±100 for the full control effect; potency is the fitted concentration of half-maximal effect.

#	canonical_smiles	DT40 TDP1 no CPT	TDP1 cell CPT	KAT2A inh
1	CCOc1ccc(CCN2C(=S)N([C@@H](CC(C)C)CN3CCC[C@@H]3CN3C(=S)NC[C@@H]3Cc3ccccc3)C[C@@H]2Cc2ccc(O)cc2)cc1	13µM*	15µM*	/
2	Cc1cccc(Nc2nnc(SCC(=O)N(C)C3CCS(=O)(=O)C3)s2)c1C (stereo unspecified)	?	-20%	14%
3	CC(=O)NCCn1c(SCc2ccc(C)cc2C)nc2ccccc2c1=O	8.2µM*	10µM*	-4%
4	CCOC(=O)C1CCCN(S(=O)(=O)CCNC(=O)c2ccc3c(c2)OCO3)C1 (stereo unspecified)	-6%	-1%	4%
5	CC(C)OC(=O)N(C)C[C@@H]1OCc2cn(nn2)CCCC(=O)N([C@@H](C)CO)C[C@H]1C	-7%	-2%	/
6	CC(C)(C)OC(=O)N[C@@H](COCc1ccccc1)C(=O)N[C@@H](CO)[C@H](O)[C@@H]1C[C@@H]1C(=O)N1CCCC1	-8%	-21%	-9%
7	O=C(Cn1nnc(-c2ccccc2)n1)N1CCN(S(=O)(=O)c2ccc(Cl)cc2)CC1	-14%	-13%	?
8	CC(C)CN(C(=O)COC(=O)C1=COCCO1)c1c(N)n(Cc2ccccc2)c(=O)[nH]c1=O	0%	2%	-15%
9	CC(C)(C)c1nnc(NC(=O)C2CCN(C(=O)c3ccccc3)CC2)s1	?	14µM*	/
10	O=C(NCc1ccncc1)c1cc2ccccc2nc1Cl	15%	-6%	-4%
11	Cc1ccc(S(=O)(=O)c2cc3c(=O)n4ccccc4nc3n(C3CCCC3)c2=N)cc1	?	?	-4%
12	Cc1ccc(S(=O)(=O)N(CC(=O)N2CCC(C(N)=O)CC2)c2cccc(C(F)(F)F)c2)cc1	-4%	2%	2%
13	S=c1[nH]nc(-c2ccccn2)n1/N=C/c1ccc(Cl)c(Cl)c1	-20%	-17%	0%
14	COc1ccc(C)cc1NC(=O)CSc1ccc(-c2sc(C)nc2C)nn1	?	13µM*	-1%
15	Cc1cc(C)c(NC(=O)CCN2CCCCC2)c(C)c1	1%	2%	-1%
16	Cc1ccc(NC(=O)CCc2ccc(S(=O)(=O)N3CCOCC3)cc2)c(O)c1	?	-28%	-5%
17	CC(c1nc2ccccc2c(=O)[nH]1)N1CCOCC1 (stereo unspecified)	-1%	-1%	-7%
18	Cc1sc2nc(CC(=O)NN)[nH]c(=O)c2c1C	-12%	-20%	-3%
19	COc1cccc(C(=O)Nc2ccccc2-c2nnc(-c3cccc(OC)c3)o2)c1	12µM*	9.2µM*	0%
20	FC(F)(F)c1cc(Nc2nc3ccccc3c3nncn23)ccc1Cl	16µM*	23µM*	-20%
21	CC(C)CC(OC(=O)c1nsc(Cl)c1Cl)C(=O)NCc1cccs1 (stereo unspecified)	-1%	13%	0%
22	CC1=CSC2=NC(=O)/C(=C\c3cccn3-c3ccc([N+](=O)[O-])cc3)C(=N)N12	?	?	-4%
23	Cc1cc(C)c(NC(=O)/C(=C/c2ccccc2)c2ccccc2)c(C)c1	21µM*	23µM*	-9%
24	COc1ccc2[nH]cc(CCNc3ncnc4ccc(-c5ccoc5)cc34)c2c1	?	?	-16%
25	COc1ccc(C2NC(=O)NC(C)=C2C(=O)Nc2cc(C)ccc2C)cc1OC (stereo unspecified)	-18%	3%	-4%
26	CC(C)(C)NC(=O)C1CCN(S(=O)(=O)c2cccc3nsnc23)CC1	14%	-3%	0%
27	COc1ccc(-c2ccc(CN3C(C)C(=O)N(Cc4cn(Cc5ccco5)nn4)CCS3(=O)=O)cc2)cc1 (stereo unspecified)	23µM*	21µM*	/
28	CC1=C(CC[C@@H](C)CO)OC2CC3C4CCC5CC(O)CCC5(C)C4CC(=O)C3(C)C12 (stereo partly specified)	?	?	/
29	CCC(C)n1c(-c2cccc(S(=O)(=O)N3CCOCC3)c2)n[nH]c1=S (stereo unspecified)	6%	-26%	1%
30	COc1ccc(OC(C)C(=O)N2CCC(C)CC2)cc1 (stereo unspecified)	-2%	-2%	-2%

Overlap with the part before: 5 compounds, then new ones.
#	canonical_smiles	DT40 TDP1 no CPT	TDP1 cell CPT	KAT2A inh
26	CC(C)(C)NC(=O)C1CCN(S(=O)(=O)c2cccc3nsnc23)CC1	14%	-3%	0%
27	COc1ccc(-c2ccc(CN3C(C)C(=O)N(Cc4cn(Cc5ccco5)nn4)CCS3(=O)=O)cc2)cc1 (stereo unspecified)	23µM*	21µM*	/
28	CC1=C(CC[C@@H](C)CO)OC2CC3C4CCC5CC(O)CCC5(C)C4CC(=O)C3(C)C12 (stereo partly specified)	?	?	/
29	CCC(C)n1c(-c2cccc(S(=O)(=O)N3CCOCC3)c2)n[nH]c1=S (stereo unspecified)	6%	-26%	1%
30	COc1ccc(OC(C)C(=O)N2CCC(C)CC2)cc1 (stereo unspecified)	-2%	-2%	-2%
31	O=C(Cc1ccc(Cl)cc1)Nc1ccc(NC(=O)c2cccs2)cc1	-9%	-1%	-3%
32	COc1ccc(OC)c(-n2c(Cn3c(-c4ccccn4)nc4ccccc43)n[nH]c2=S)c1	3%	0%	-2%
33	CN(C)S(=O)(=O)N1CCC(Oc2ccc(C(=O)NCC(C)(C)CO)cc2)CC1	?	9%	-3%
34	Cc1nc2ccccc2c(=O)n1/N=C/c1ccc(O)cc1O	-7%	-16%	-18%
35	Cc1ccc(CNc2c(C=O)c(=O)[nH]c3ccccc23)cc1	3%	-1%	-4%
36	COCCCNC(=O)c1c(N)n(-c2ccc3c(c2)OCO3)c2nc3ccccc3nc12	?	?	-10%
37	Nc1cccc(Oc2ccc([N+](=O)[O-])cc2)c1	-28%	-9%	-1%
38	Cc1cccc(C)c1OCc1cc(C(=O)NCc2cn(C)nc2C)no1	?	18µM*	-1%
39	CC(C)(C)c1cc(NC(=O)c2ccco2)n(-c2ccccc2)n1	-18%	10%	-1%
40	O=C(c1cn[nH]c1)c1cc(F)ccc1O	-29%	-25%	-6%
41	Cc1ccc(CCNC(=O)c2nn(C)c3c2CS(=O)(=O)c2ccccc2-3)cc1	?	?	-7%
42	CCCc1[nH]c2ccc(C#N)cc2c1CCC	?	?	-15%
43	Cc1cc(C(=O)CCC(=O)N2CCN(S(=O)(=O)c3ccccc3)CC2)c(C)s1	?	?	-15%
44	Cn1c(SCC(=O)Nc2cc([N+](=O)[O-])ccc2F)nnc1C(F)(F)F	1%	3%	1%
45	CC1CCN(c2cc3c(cc2F)c(=O)c(S(=O)(=O)c2ccc(Cl)cc2)cn3C)CC1	?	?	-13%
46	COc1ccc(NC(=O)CSc2nncn2C)cc1	-8%	16%	-13%
47	O=C(O)c1ccc(C(=O)O)c(C(=O)c2ccccc2)c1	5%	0%	1%
48	CCOC(=O)[C@H]1[C@H]2COc3cc(OC)ccc3[C@@H]2N2C(=O)c3cc(F)ccc3NC(=O)[C@@]12C	?	?	-17%
49	CCCCC(=O)Nc1cccc(NC(=O)c2cccc([N+](=O)[O-])c2)c1	?	?	-3%
50	CCCCNC(=O)c1cnc2n(c1=O)CCS2	-6%	-9%	2%
51	COc1ccc(CCN(C)C(=O)c2cc(=O)c3ccccc3o2)cc1OC	-21%	-7%	-1%
52	O=C(Nc1ccccc1)c1cc(C2CCCCN2S(=O)(=O)c2ccc(F)cc2F)on1 (stereo unspecified)	?	-19%	/
53	N#Cc1ccccc1NC(=O)C(=O)NCC(c1ccc2c(c1)OCO2)N1CCN(c2ccccc2)CC1 (stereo unspecified)	8.2µM*	?	2%
54	COc1ccc(-c2cc(=O)oc3cc(OCC(=O)NCCCn4ccnc4)ccc23)cc1	?	21µM*	-10%
55	C=CCn1c(=O)[nH]c2cc(C(=O)N3CC=C(c4ccccc4)CC3)ccc2c1=O	26µM*	?	-8%
56	CN(C)CCOc1cccc(Br)c1	1%	4%	-5%
57	Cc1cccc(NC(=O)CCN2CCCC(C)C2)c1 (stereo unspecified)	3%	2%	1%
58	COc1ccc(Cl)cc1NS(=O)(=O)c1cccc2cccnc12	?	?	?
59	Cc1ccc(C2(CCNC(C)c3cccs3)CCOC(C(C)C)C2)cc1 (stereo unspecified)	?	-95%	2%
60	Cc1cc(C)cc(Nc2ncc3c(n2)CC(c2ccco2)CC3=O)c1 (stereo unspecified)	?	?	-6%
61	COc1cccc(CC2(CO)CCCN(CC3=Cc4cc(OC)ccc4OC3)C2)c1 (stereo unspecified)	?	?	-22%
62	Cc1nnc(SCC(=O)Nc2ccccc2NC(=O)CSc2nnc(C)s2)s1	-2%	2%	/
63	O=C(Cn1c(=O)n(Cc2ccc(C(=O)NCc3ccccc3Cl)cc2)c(=O)c2ccccc21)Nc1ccc(F)c(Cl)c1	-29%	-18%	-16%
64	Cc1cc[n+](CC(=O)Nc2cccc(C)c2)cc1	-24%	-7%	-1%
65	CC(=O)NCC(=O)NC1CC(C)(C)Cc2c1cnn2-c1ccccc1 (stereo unspecified)	-4%	-1%	-11%
66	Cc1cc(C)c(S(=O)(=O)NCC(c2ccc(N(C)C)cc2)N2CCc3ccccc32)c(C)c1 (stereo unspecified)	?	18µM*	5%
67	c1ccc(CNc2nc(-c3ccoc3)nc3ccccc23)cc1	?	?	-20%
68	O=C1NC(=O)C2(CCCCCCCCCCC2)N1	-17%	0%	2%
69	O=C(C[n+]1ccccc1Cl)c1ccc(O)c(O)c1	-19%	-1%	/
70	COc1ccc(C)cc1NC(=O)C(Sc1nnc(-c2ccncc2)n1-c1ccc(Cl)cc1)c1ccccc1 (stereo unspecified)	16µM*	?	?
71	C=CCNC(=O)C1CC(=O)N(c2ccc(OCC(=O)Nc3cccc(OC)c3)cc2)C1 (stereo unspecified)	-16%	-11%	1%
72	CCN1CCN(C(c2ccccc2)c2sc3nc(-c4ccco4)nn3c2O)CC1 (stereo unspecified)	-5%	-2%	0%
73	CCN(CCCNC(=O)c1cc2c(=O)n(CC)c3ccccc3c2s1)c1ccccc1	18µM*	?	-3%
74	CCc1ccc(NCCC(=O)c2ccc(Cl)cc2)cc1	16µM*	21µM*	1%
75	CCOC(=O)c1ccc(N2C(=O)CC(N3CCC(C(N)=O)(N4CCCCC4)CC3)C2=O)cc1 (stereo unspecified)	?	?	0%
76	O=C(CCCc1ccccc1)Nc1ccnn1C1CCN(Cc2ccc(CO)o2)CC1	-21%	-11%	-1%
77	CC(c1ccccc1)N(C)C(=O)CN1CCN(S(=O)(=O)c2ccc3c(c2)OCCCO3)CC1 (stereo unspecified)	?	?	-5%
78	COc1ccccc1Nc1nc(-c2cccs2)cs1	-1%	-4%	0%
79	COCCn1c(SCC(=O)c2cccc(OC)c2)nnc1-c1ccco1	-26%	-1%	-1%
80	O=C(Nc1ccc2c(c1)CCC2)c1cnn2c1NC(=C1CC1)C=C2C(F)F	?	?	/
81	O=C(COC(=O)c1cccnc1Nc1ccccc1F)NCCN1C(=O)CSC1=O	-24%	-12%	-6%
82	O=C(O)CCn1ncc2ccccc2c1=O	2%	4%	?
83	CCS(=O)(=O)Nc1ccc(C(=O)c2ccccc2)cc1	-17%	-11%	-8%
84	CCN1C(=O)/C(=C2/Sc3ccc(OC)cc3N2C)SC1=Nc1cccc(O)c1	16µM*	5.8µM*	?
85	CCN(CCCNC(=O)CNC(=O)Cn1cnc2ccccc2c1=O)c1ccccc1	-27%	34%[activator]	-10%
86	CN(C)c1oc(/C=C/c2ccc(F)cc2)nc1C#N	-18%	-22%	1%
87	COc1ccc(OCC(=O)Nc2nc3ccc(NC(C)=O)cc3s2)cc1	-26%	-20%	-2%
88	O=C1CC/C=C\C[C@@H](CC(=O)N(CCO)Cc2ccccc2)C(=O)NC[C@@H](c2ccccc2)O1	-26%	-2%	-8%
89	CCc1c(C)sc(NC(=O)C2CCCCC2C(=O)O)c1C(N)=O (stereo unspecified)	?	?	-26%
90	c1ccc2c(c1)OCC(c1nn3cnnc3s1)O2 (stereo unspecified)	10%	-23%	3%
91	C=C(C(=O)c1ccccc1)C(NC(C)(C)C)c1ccccc1 (stereo unspecified)	2.3µM*	2.1µM*	/

Ordered by number of heavy atoms (ascending): five of the compounds above
#	canonical_smiles	DT40 TDP1 no CPT	TDP1 cell CPT	KAT2A inh
82	O=C(O)CCn1ncc2ccccc2c1=O	2%	4%	?
79	COCCn1c(SCC(=O)c2cccc(OC)c2)nnc1-c1ccco1	-26%	-1%	-1%
80	O=C(Nc1ccc2c(c1)CCC2)c1cnn2c1NC(=C1CC1)C=C2C(F)F	?	?	/
81	O=C(COC(=O)c1cccnc1Nc1ccccc1F)NCCN1C(=O)CSC1=O	-24%	-12%	-6%
76	O=C(CCCc1ccccc1)Nc1ccnn1C1CCN(Cc2ccc(CO)o2)CC1	-21%	-11%	-1%
